NOD2 RIPK2 PPI = NOD2-RIPK2 protein interaction inhibition. AID 624267. O43353. inhibition, % at 4.98 µM. 0.38% of 360,000 active. CHO BLA complementation NOD2-RIPK2, CCF4 ratio; in the data active = inhibition above about 21%;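 also: 0% = vehicle only and 100% = reference blocker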
NCOA3 inh = human NCOA3 inhibition; HEK293 GAL4-SRC3 luciferase reporter, luminescence; 0.17% of 360,000 active; inhibition, % at 3.6 µM; AID 588352;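 active = inhibition above a per-campaign cutoff, the mean of all compounds plus 3 SD, cut at about 60% in these data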;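 also: 0% = DMSO-treated cells and 100% = gossypol-treated cells at 36 µM; higher means less SRC3-driven luciferase light from the GAL4 reporter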
Target sequence (Q9Y6Q9 whole entry, looked up, the tested form may be a part): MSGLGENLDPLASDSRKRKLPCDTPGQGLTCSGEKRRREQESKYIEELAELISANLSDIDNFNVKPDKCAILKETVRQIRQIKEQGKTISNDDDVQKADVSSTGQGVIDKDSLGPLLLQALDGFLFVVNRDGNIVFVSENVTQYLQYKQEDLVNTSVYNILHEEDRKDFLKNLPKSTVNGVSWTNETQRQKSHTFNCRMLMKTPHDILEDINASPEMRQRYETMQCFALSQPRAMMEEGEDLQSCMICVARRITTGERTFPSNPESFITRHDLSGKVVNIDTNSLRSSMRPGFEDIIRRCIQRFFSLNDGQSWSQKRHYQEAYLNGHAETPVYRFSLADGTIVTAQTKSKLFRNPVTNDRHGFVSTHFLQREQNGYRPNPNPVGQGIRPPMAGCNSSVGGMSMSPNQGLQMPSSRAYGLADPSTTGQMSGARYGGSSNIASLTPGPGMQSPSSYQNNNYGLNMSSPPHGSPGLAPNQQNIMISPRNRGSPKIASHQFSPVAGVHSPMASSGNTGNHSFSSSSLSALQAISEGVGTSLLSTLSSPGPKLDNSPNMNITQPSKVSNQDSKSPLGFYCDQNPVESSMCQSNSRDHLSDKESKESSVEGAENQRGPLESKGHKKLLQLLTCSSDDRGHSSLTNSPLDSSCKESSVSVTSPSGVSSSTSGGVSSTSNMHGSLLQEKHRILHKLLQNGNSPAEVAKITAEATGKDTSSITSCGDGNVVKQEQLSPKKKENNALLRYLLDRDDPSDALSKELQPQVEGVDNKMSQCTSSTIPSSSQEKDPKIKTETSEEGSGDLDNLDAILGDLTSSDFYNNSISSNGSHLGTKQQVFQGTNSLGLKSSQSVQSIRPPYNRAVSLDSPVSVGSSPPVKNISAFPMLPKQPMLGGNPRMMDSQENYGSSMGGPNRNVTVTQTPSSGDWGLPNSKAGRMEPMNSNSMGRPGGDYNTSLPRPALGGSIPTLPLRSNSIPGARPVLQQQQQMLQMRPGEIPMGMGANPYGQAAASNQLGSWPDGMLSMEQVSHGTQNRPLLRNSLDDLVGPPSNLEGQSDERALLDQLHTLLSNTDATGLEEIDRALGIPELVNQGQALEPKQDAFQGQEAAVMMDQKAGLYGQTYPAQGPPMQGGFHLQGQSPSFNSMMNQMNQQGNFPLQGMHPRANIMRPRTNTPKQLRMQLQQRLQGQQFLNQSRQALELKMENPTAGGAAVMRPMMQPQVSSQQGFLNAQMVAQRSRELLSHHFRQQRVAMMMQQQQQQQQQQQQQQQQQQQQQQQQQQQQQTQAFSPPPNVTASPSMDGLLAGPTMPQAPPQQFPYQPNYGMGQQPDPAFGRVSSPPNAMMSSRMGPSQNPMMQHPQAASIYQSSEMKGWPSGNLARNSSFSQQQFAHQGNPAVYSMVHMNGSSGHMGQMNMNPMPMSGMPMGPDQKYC
TLR9-MyD88 inh = blocks human TLR9 binding to MyD88; CHO BLA complementation TLR9-MyD88, CCF4 FRET ratio; inhibition, % at 4.98 µM; 0.21% of 340,000 active; AID 504734;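 active = inhibition above the mean over all tested compounds plus 3 SD, cut at about 21% in these data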;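 also: 0% = DMSO only wells and 100% = clavulanate BLA inhibitor control wells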
EBV LMP1 NFkB = Epstein-Barr LMP1 NF-kappaB reporter inhibition; inhibition, % at 12.5 µM; LMP1-induced NF-kappaB luciferase reporter cells, luminescence; 0.69% of 350,000 active; AID 504558; in the data active = inhibition above about 41%;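 also: 0% = neutral control wells and 100% = reference inhibitor control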
NR2F2 inh = blocks human COUP-TFII nuclear receptor; HEK293T NGFI-A luciferase reporter, luminescence; inhibition, % at 8.6 µM; 0.7% of 370,000 active; AID 686940;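 active = inhibition above a per-plate cutoff, mean inhibition of test wells between control levels plus 3 SD, cut at about 38% in these data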;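 also: cells cotransfected with COUP-TFII expression vector driving the NGFI-A reporter; 0% = median of COUP-TF2 test wells and 100% = reporter-only cells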
MC4R antagonist = blocks human MC4R cAMP signaling; 0.48% of 360,000 active; MC4R-expressing cells, MTII-stimulated cAMP, LANCE TR-FRET; P32245; inhibition, % at 6.5 µM;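 active = inhibition above its plate's cutoff, the mean of tested wells on that plate plus 3 SD, cut at about 29% in these data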;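 also: 0% = Melanotan II alone and 100% = Melanotan II plus saturating MCL0020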
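Assay system: U2OS cells stably expressing human melanocortin 4 receptor (MC4R) / Dosing: 6.5 µM / Timing: compound 30 min, challenge 1 h, detection 1 h / Measured by: Eu-cAMP/anti-cAMP TR-FRET, emission 671 nm / Replicates: singlicate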
ABHD5-PLIN5 inh = ABHD5-PLIN5 protein interaction inhibition. Q00G26+Q8WTS1. Split G. princeps luciferase complementation, luminescence, 4 h. inhibition, % at 4 µM. 0.78% of 360,000 active. AID 602281;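 active = inhibition above the mean inhibition across every tested compound plus 3 SD, cut at about 22% in these data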;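 also: 0% = DMSO only wells and the 100% control is not disclosed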
LRH-1 inv ag = inverse agonists of human LRH-1 (NR5A2). HEK293T StAR-luciferase reporter, LRH-1 transfected, 24 h. inhibition, % at 3.6 µM. 0.13% of 360,000 active;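 active = inhibition above the mean inhibition of all tested compounds plus 3 SD, cut at about 73% in these data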;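 also: 0% = DMSO wells and 100% = reporter-only cells lacking LRH-1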
SRC1 inh = inhibits human SRC1 coactivator; 0.12% of 360,000 active; inhibition, % at 3.6 µM; HEK293 GAL4-SRC1 luciferase reporter, luminescence;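 active = inhibition above the campaign mean plus 3 SD, with each screening campaign given its own cutoff, cut at about 60% in these data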;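 also: 0% = DMSO treated cells and 100% = gossypol at 36 µM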
SRC2 inh = human SRC2 (NCOA2) inhibition; Q15596; HEK293 GAL4-SRC2 luciferase reporter, luminescence; inhibition, % at 9 µM; 0.17% of 370,000 active; AID 651957;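 active = inhibition above the mean inhibition of all tested compounds plus 3 SD, set per campaign, cut at about 52% in these data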;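 also: 0% = DMSO treated cells and 100% = cells given Gossypol at 36 µM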
MC4R ag barr = activates human MC4R beta-arrestin recruitment; 0.98% of 360,000 active; U2OS MC4R beta-arrestin complementation, luminescence; percent of melanotan II response, DMSO zero; P32245; activation, % at 8.9 µM; AID 540308;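 active = activation above a per-plate cutoff, the mean activation of sample wells on that plate plus 3 SD, cut at about 8% in these data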
* = called active by the depositor; · = not tested or not shown. Not all compounds are listed; count on the stated rates, not on these rows.

Preview:
SMILES	NOD2 RIPK2 PPI	NCOA3 inh	TLR9-MyD88 inh	EBV LMP1 NFkB	NR2F2 inh	MC4R antagonist	ABHD5-PLIN5 inh	LRH-1 inv ag	SRC1 inh	SRC2 inh	MC4R ag barr
CC(CC(=O)N1CCN(c2ccccc2)CC1)S(=O)(=O)c1ccc2c(c1)NC(=O)CO2 (stereo not given)	9	23	-1	4	6	-4	-1	10	-1	29	0.1
CN1CCN(c2nc(-c3ccccc3)nc(-c3ccc(F)cc3)c2C#N)CC1	-3	7	-1	-11	0	-2	4	8	8	8	-1.1

This part in full (from the top)
SMILES	NOD2 RIPK2 PPI	NCOA3 inh	TLR9-MyD88 inh	EBV LMP1 NFkB	NR2F2 inh	MC4R antagonist	ABHD5-PLIN5 inh	LRH-1 inv ag	SRC1 inh	SRC2 inh	MC4R ag barr
CC(CC(=O)N1CCN(c2ccccc2)CC1)S(=O)(=O)c1ccc2c(c1)NC(=O)CO2 (stereo not given)	9	23	-1	4	6	-4	-1	10	-1	29	0.1
CN1CCN(c2nc(-c3ccccc3)nc(-c3ccc(F)cc3)c2C#N)CC1	-3	7	-1	-11	0	-2	4	8	8	8	-1.1
CC(=O)N1CCN(c2ccc([N+](=O)[O-])cc2C#N)CC1	0	-2	1	-1	-18	5	-1	-2	-2	-22	-3.8
COc1ccccc1N1CCN(c2nc3ccccn3c(=O)c2C=O)CC1	-12	-64	4	-14	-20	0	7	-83	-58	-55	0.0
CCn1c(SCC(=O)Nc2ccc(N(C)C)cc2)nnc1-c1ccco1	4	-17	2	0	11	8	12	15	-7	-32	2.1
CCc1c(C(=O)Nc2cc(C(=O)OC)ccc2C)csc1C	-13	18	-3	5	-10	-1	0	-2	14	10	-1.9
Cc1cc(=O)oc2cc(OCC(=O)N3CC[C@@]4(O)CCCC[C@H]4C3)c(Cl)cc12	1	-1	1	-6	-2	2	-3	0	-11	14	0.0
COc1cc(S(=O)(=O)n2cnc3ccccc32)ccc1Br	-6	7	0	-2	6	-2	6	13	-8	8	-0.4
O=C1CC(N2CCN(C/C=C/c3ccccc3)CC2)C(=O)N1Cc1cccs1 (stereo not given)	0	5	1	-1	5	9	1	-6	-4	9	-1.2
Cc1[nH]nc2c1C(c1ccc(-c3ccccc3C#N)o1)C(C#N)=C(N)O2 (stereo not given)	6	5	-2	6	·	8	-2	2	-2	·	-1.5
COc1cccc(OCCNC(=O)c2ccc(C)cc2)c1	-7	-25	0	-15	-20	9	-6	-33	-21	-44	2.1
CCCCn1c(N)c(N(C)C(=O)C2CCCC2)c(=O)[nH]c1=O	2	-7	-14	-1	1	-3	5	-2	5	11	-2.2
COc1ccc(CNc2nccs2)cc1OC	-5	-13	-5	9	10	-3	-6	2	19	-17	0.3
Cc1cccc(C)c1NC(=O)C1C2C=CC(C2)C1C(=O)O (stereo not given)	5	1	-6	3	13	12	-1	2	0	-7	1.6
COc1ccc(-c2cc(OC)c3c(C)oc(C)c3c(=O)c2)cc1OC	-6	14	-15	5	-13	13	-4	-2	8	-3	-1.4
Cc1ccc(SCc2nnc(NC(=O)c3ccccc3)s2)cc1	6	-1	3	-5	6	-4	6	-8	0	-3	0.3
CCN(CC(=O)NCc1ccc(F)cc1)C(=O)/C=C/c1cccs1	-7	8	8	0	-1	-5	4	15	-22	10	0.1
COc1ccc2c([N+](=O)[O-])c(N3CCCC3)[nH]c2c1	-9	-10	-16	1	-28	7	1	-7	-39	3	1.4
COc1ccccc1C(=O)N/C(=C\c1cn(C)c2ccccc12)C(=O)NCCN1CCOCC1	-3	5	0	1	-5	0	9	7	-4	-24	0.6
Cc1cc(C)c(S(=O)(=O)N2CCOC2CNC(=O)C(=O)NCc2ccccn2)c(C)c1 (stereo not given)	8	4	13	-24	9	4	9	-8	-16	-19	-2.6
CCNC(=O)C1(C)CCCN(C(=O)CCc2cccs2)C1 (stereo not given)	-7	5	·	·	7	4	-6	7	2	-6	-0.5
COc1ccc(NC2=NCCC(=O)N2Cc2cccs2)cc1	6	18	0	-7	-16	-1	6	22	-11	-20	4.1
Cn1c(CNC(=O)c2ccc(Cl)cc2)nnc1SCC(=O)NC1CCCC1	1	4	8	-13	-2	16	4	19	-29	10	0.1
O=C(c1cccs1)N1CCN(c2ccc(Cl)cc2)CC1	0	-29	0	-2	-4	6	1	-11	-23	-23	-2.0
O=C(CC(=O)c1ccccc1)Nc1ccccn1	-8	-110	2	-1	-38	-4	2	-74	-95	-72	-0.4
Cc1ccc(S(=O)(=O)N(CC(=O)Nc2ccc(C(N)=O)cc2)C(=O)N2CCN(C)CC2)cc1	-2	5	-3	-8	-8	-1	1	3	-6	-9	0.2
Cc1cc(Br)cn2c(Cc3cccc(F)c3)c(-c3ccc(F)cc3)nc12	0	·	·	·	7	·	-7	-13	·	-6	·
CCCCCn1c(SCc2cccc(C)c2)nc2c1c(=O)[nH]c(=O)n2C	9	-1	-6	8	-12	7	-1	1	15	-36	3.0
Cc1n[nH]c(=O)nc1N/N=C/c1ccc(O)c([N+](=O)[O-])c1	0	-13	2	-19	-7	-12	2	15	-23	-22	0.9
O=C(Sc1n[nH]c(=O)[nH]c1=O)c1ccccc1	4	2	-7	6	-9	-3	-26	-13	-18	3	0.2
C[C@@H]1CN([C@@H](C)CO)S(=O)(=O)c2ccc(Br)cc2O[C@H]1CN(C)C(=O)c1ccncc1	3	0	9	15	-1	1	2	8	-1	3	-1.6
Cc1ccc(C(=O)NCc2ccccn2)o1	-6	9	-5	3	-1	28	3	5	-2	7	-0.1
CCOC(=O)C1=CCN(S(=O)(=O)c2ccccc2Br)C1c1ccc(Cl)c(Cl)c1 (stereo not given)	-2	2	·	·	14	·	-9	10	2	13	·
Cc1cc(-c2ccccc2)nc(SCc2ccc(C(=O)O)o2)n1	-1	-19	2	-2	6	14	6	9	-2	-15	0.8
O=C1CCCC2=C1C(c1cccs1)CC(=O)N2c1ccc(F)cc1 (stereo not given)	-4	-3	7	4	0	3	-5	-3	2	-8	-0.7
COc1cc(O)c(C(CC(=O)N2CCCC2)c2ccc3c(c2)OCO3)c(OC)c1 (stereo not given)	-1	-4	0	-31	-5	5	1	-7	-6	2	-1.5
Cn1cccc1/C=N/NC(=O)c1ccncc1	-3	12	·	·	-4	-2	5	-6	-10	3	-0.6
CC1=C(C(=O)NC(C)C)C2(CCC(C)CC2)OC1=O (stereo not given)	16	-8	20	-8	3	-1	-2	4	-8	-12	-1.1
CCNC(=O)COC(=O)Cc1ccc(Cl)cc1Cl	-15	-8	-2	7	-9	13	3	0	-2	22	-2.4
CCCN1C(=O)C2(C(C(=O)c3ccc(C)o3)=C(O)C(=O)N2CCCN2CCOCC2)c2ccccc21 (stereo not given)	-10	21	-4	2	·	3	10	-12	10	·	1.2

Exported comma-delimited: part of the list above.
structure,NOD2 RIPK2 PPI,NCOA3 inh,TLR9-MyD88 inh,EBV LMP1 NFkB,NR2F2 inh,MC4R antagonist,ABHD5-PLIN5 inh,LRH-1 inv ag,SRC1 inh,SRC2 inh,MC4R ag barr
CCCN1C(=O)C2(C(C(=O)c3ccc(C)o3)=C(O)C(=O)N2CCCN2CCOCC2)c2ccccc21 (stereo not given),-10,21,-4,2,·,3,10,-12,10,·,1.2
Cc1cccc(C)c1NC(=O)C1C2C=CC(C2)C1C(=O)O (stereo not given),5,1,-6,3,13,12,-1,2,0,-7,1.6
Cc1cc(-c2ccccc2)nc(SCc2ccc(C(=O)O)o2)n1,-1,-19,2,-2,6,14,6,9,-2,-15,0.8
Cc1cc(C)c(S(=O)(=O)N2CCOC2CNC(=O)C(=O)NCc2ccccn2)c(C)c1 (stereo not given),8,4,13,-24,9,4,9,-8,-16,-19,-2.6
O=C(Sc1n[nH]c(=O)[nH]c1=O)c1ccccc1,4,2,-7,6,-9,-3,-26,-13,-18,3,0.2
Cc1ccc(S(=O)(=O)N(CC(=O)Nc2ccc(C(N)=O)cc2)C(=O)N2CCN(C)CC2)cc1,-2,5,-3,-8,-8,-1,1,3,-6,-9,0.2

(list continues)
SMILES	NOD2 RIPK2 PPI	NCOA3 inh	TLR9-MyD88 inh	EBV LMP1 NFkB	NR2F2 inh	MC4R antagonist	ABHD5-PLIN5 inh	LRH-1 inv ag	SRC1 inh	SRC2 inh	MC4R ag barr
COc1ccc(NC(=O)C2Cc3c(-c4cccc(NC(C)=O)c4)ccnc3O2)cc1OC (stereo not given)	-12	-10	·	·	45*	-14	-6	30	-11	-1	-0.4
O=C(COC(=O)c1ccc(S(=O)(=O)NCc2ccco2)cc1)NCCC1=CCCCC1	4	16	1	-8	6	10	0	19	2	-30	2.2
C[C@@H]1ON(C)[C@H]2C[C@H]3c4[nH]c5ccccc5c4CCN3C[C@@H]12	-5	8	0	1	-9	3	3	19	-5	-2	2.1
CCCCC(=O)N(C)c1c(C)nc2ccc(C(=O)Nc3cccc(OC)c3)cn12	-7	-4	·	·	-12	4	7	1	-17	-15	0.5
O=CNCc1nc2ccccc2n1CCc1ccccc1	3	8	0	3	-13	-1	7	-4	-7	16	0.3
COc1ccc(NC(=O)c2ccc(CNS(=O)(=O)c3cccc(OC)c3)cc2)cc1	-12	11	6	2	7	4	0	9	-20	-16	3.1
O=C(CNc1ccc(Br)cc1)NC(=O)NC1CCCCC1	0	-18	4	-4	-4	5	3	-14	-12	6	1.5
CCn1c(CSc2ncccn2)nnc1SCC(=O)N1CCCCC1	-7	9	2	0	8	8	7	6	-14	9	-2.1
CCOc1ccc(C(C)=O)cc1COc1cccnc1[N+](=O)[O-]	-1	0	7	51*	10	-3	-2	26	11	25	-2.1
COc1ccc(OC)c(C(c2nnnn2Cc2ccco2)N2CCN(C)CC2)c1 (stereo not given)	-5	6	1	-3	-7	-2	0	8	7	4	-1.9
O=C(NCc1ccccc1Cl)C1CCCN1C(=O)NCc1ccccc1 (stereo not given)	-5	-12	-2	6	12	9	-2	5	-5	-4	0.3
O=[N+]([O-])c1ccc(NN=C2CCCCC2)c([N+](=O)[O-])c1	1	4	-4	8	7	-1	-1	19	-36	-13	-2.5
CCOC(=O)Cc1cc(-c2ccc(O)cc2)nc2ccc3ccccc3c12	-1	4	4	-3	-24	-3	-11	19	-15	-20	8.4*
CC(NC(=O)COC(=O)C12CC3CC(CC(O)(C3)C1)C2)c1ccccc1 (stereo not given)	7	-1	2	-7	-19	11	0	4	-24	-9	-1.2
CCc1ccc(CCC(=O)Nc2nnc(CC)s2)o1	0	19	4	-6	11	3	1	-15	-1	4	0.3

Given with two lines to a compound: part of the list above.
Value order: NOD2 RIPK2 PPI	NCOA3 inh	TLR9-MyD88 inh	EBV LMP1 NFkB	NR2F2 inh	MC4R antagonist	ABHD5-PLIN5 inh	LRH-1 inv ag	SRC1 inh	SRC2 inh	MC4R ag barr
COc1cc(O)c(C(CC(=O)N2CCCC2)c2ccc3c(c2)OCO3)c(OC)c1 (stereo not given)
    -1	-4	0	-31	-5	5	1	-7	-6	2	-1.5
Cn1cccc1/C=N/NC(=O)c1ccncc1
    -3	12	·	·	-4	-2	5	-6	-10	3	-0.6
CC1=C(C(=O)NC(C)C)C2(CCC(C)CC2)OC1=O (stereo not given)
    16	-8	20	-8	3	-1	-2	4	-8	-12	-1.1

Compound activity from PubChem.
